Source: PubChem BioAssay
TSHR antag – blocks TSH signaling through the human TSH receptor; 330,000 tested, 0.2% active; P16473; TSHR-expressing cells, TSH-stimulated cAMP HTRF, 2 h; hits give low values; activity change, negative = inhibition, % at 11.5 µM;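 active means activity change below a set negative limit, meaning inhibition stronger than a set level, cut at about -70% in these data; inconclusive means activity change between two set negative limits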; further: on the % scale 0 is the no-effect control and ±100 the full control effect
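Antagonism was scored as loss of TSH-driven cAMP in TSHR cells, stimulated with 4nM TSH (EC80) for 2 hours at 37 deg C and detected by homogeneous HTRF competition immunoassay.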
A-T KAP1 phos – potential ataxia-telangiectasia treatments restoring KAP-1 phosphorylation; […] A-T fibroblasts, KAP-1 phosphorylation AlphaLISA; neocarzinostatin DNA damage 30 min before lysis; Potency, µM (titrated, usually from 57.5 µM), inactives show at the top dose activation, most hits filed as activators; 320,000 tested, 0.19% active; further: potency means the concentration at half of the fitted maximal effect; % of control where 0% means no effect; nearly all actives have a fitted effect of over 45% in size
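hTERT-immortalized A-T patient fibroblasts ([…]), 500 cells/well in OPTI-MEM, 1% FBS, got compounds for 60 min, then NCS for 30 min at 37C. Lysates were then assayed for phospho-KAP-1 by AlphaLISA (anti-pKAP1 donor, anti-KAP1 acceptor beads), 6 hr at 25C.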
FBPA coupling cs – counter-screen for Giardia aldolase inhibitors: coupling enzyme system; activity change, negative = inhibition, % at 58.2 µM, hits read low; 290,000 tested, 0.67% active; coupling enzyme system counterscreen, AmpLite Red fluorescence; AID 2472; in the data active means activity change below about -30%; further: on the % scale 0 is the no-effect control and ±100 the full control effect
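Compounds tested against the coupling enzymes alone at 57.5 uM final; readout was AmpLite Red fluorescence (525/598 nm) after 20 min at RT.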
Giardia kill – kills Giardia lamblia. Giardia lamblia trophozoite viability. activity change, % at 7.66 µM, hits read low. 340,000 tested, 0.15% active. AID 540267; in the data active means activity change below about -80%; inconclusive means between about -30% and that limit;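 further: parasites exposed to compound for two days anaerobically before the ATP read; on the % scale 0 is the no-effect control and ±100 the full control effect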
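Trophozoite viability was measured as ATP-dependent luminescence, read 15-30 min after reagent addition. Before that, parasites at 100 cells/well were exposed to compounds for 48 h, anaerobically, at 37 deg C.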
MLL CXXC-DNA inh – blocks binding of human MLL CXXC domain to DNA; MLL-CXXC / FITC-HOXA9 DNA fluorescence polarization; Potency, µM (series often up to 115 µM), for inactives: top-dose activity change, negative = inhibition, usual class: inhibitors; 290,000 tested, 0.037% active; active means well fitted inhibition curve with a large enough effect in the polarisation, with a control signal flat, not every such curve was filed as active; inconclusive means small, poorly fitted or top-dose-only effect, or effect the other way, or a change in a side signal; inactive means no such curve, though single readings can be large or run the other way; the % refers to the polarisation; further: potency means the concentration at half of the fitted maximal effect
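Steps: dispense CXXC domain solution (7 uM) → pin compounds or unlabeled HOX-A9 DNA control → 5 min ambient → add FLSN-HOX-A9 solution (50 nM) → spin → 30 min ambient → fluorescence polarization. Tris pH 7.5/NaCl/DTT/BSA buffer.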
Chronic BCR inh – inhibitors of chronic active B-cell receptor signaling; ABC-DLBCL IkBa-CBG/CBR reporter, luminescence ratio, 4 h; Potency, µM (top dose mostly 46.1 µM), for the others: top-dose ratio change, negative = lower green/red ratio, usual class: inhibitors; 340,000 tested, 0.05% active; AID 493014; active means well fitted inhibition curve with a large enough effect in the signal ratio, with a control signal flat, not every such curve was filed as active; inconclusive means small, poorly fitted or top-dose-only effect, or effect the other way, or a change in a side signal; the % refers to the signal ratio;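 further: potency means the concentration at half of the fitted maximal effect; plate controls were basal doxycycline-induced cells for no effect and cells given 10 µM MG132 for full effect; MG132 reads +100%, hits lower the ratio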
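TMD8 ABC-DLBCL cells carrying doxycycline-inducible green luciferase fused to IkappaBalpha plus unfused red luciferase were exposed to compounds (up to 46 uM) for 4 hrs at 37C. Activity came from the overlap-corrected green/red luminescence ratio.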
KCNH2 WT inh – blocks the wildtype human KCNH2 potassium channel | U2OS, BacMam KCNH2, thallium flux FluxOr; hits give low values | activity change, % at 1.84 µM | 340,000 tested, 0.37% active | AID 720551;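 active means maximum activity change below -70%; inconclusive means maximum activity change between -70% and -50%; inactive means maximum activity change above -50%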; further: on the % scale 0 is the no-effect control and ±100 the full control effect
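U2OS cells were transduced with wild-type KCNH2 virus (2.03 x 10^8 / mL) for 4 h at room temperature, then cultured overnight at 37 C. Thallium flux was read with FluxOr dye. Rate constants were normalized to DMSO controls.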
TCR act – activators of T cell receptors | primary human leukocytes, anti-CD3, IL-2 HTRF, 48 h | 330,000 tested, under 10 active | Potency, µM (series often up to 9.22 µM), for the others: top-dose activation of IL-2 secretion, most hits filed as activators; further: % of control where 0% means no effect
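Primary human leukocytes incubated 48 hr with anti-CD3 beads plus compound, without co-stimulation. Secreted IL-2 measured by HTRF (europium cryptate/d2 anti-IL-2 pair, 320 nm excitation, 665 nm emission).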
Tb PFK block – inhibitors of T. brucei phosphofructokinase. Potency, µM (series often up to 57.5 µM), for the others: at the top dose activity, negative = inhibition, usual class: inhibitors. O15648. 330,000 tested, 0.17% active. T. brucei PFK, ADP-Glo luminescence;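 further: potency means the concentration at half of the fitted maximal effect; 0% = uninhibited 1x PFK enzyme wells and -100% = no-enzyme wells; nearly all actives have a fitted effect of over 60% in size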
Target sequence (O15648 whole entry, looked up): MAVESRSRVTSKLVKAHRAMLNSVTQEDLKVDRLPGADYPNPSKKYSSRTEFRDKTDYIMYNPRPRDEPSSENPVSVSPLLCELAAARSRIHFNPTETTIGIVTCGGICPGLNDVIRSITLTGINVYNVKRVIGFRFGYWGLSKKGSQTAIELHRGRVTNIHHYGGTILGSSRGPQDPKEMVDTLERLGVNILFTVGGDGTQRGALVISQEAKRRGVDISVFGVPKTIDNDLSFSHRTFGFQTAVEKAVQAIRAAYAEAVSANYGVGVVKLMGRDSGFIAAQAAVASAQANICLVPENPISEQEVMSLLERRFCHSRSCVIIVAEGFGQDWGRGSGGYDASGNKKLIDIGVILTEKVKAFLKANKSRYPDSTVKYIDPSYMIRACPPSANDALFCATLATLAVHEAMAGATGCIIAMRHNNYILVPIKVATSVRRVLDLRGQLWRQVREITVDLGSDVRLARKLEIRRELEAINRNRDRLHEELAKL
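Luminescent ADP detection (ADP-Glo, two-step: ATP depletion then ADP-to-ATP conversion for luciferase) reported PFK activity after 45 min room-temperature reaction of 1.25 nM enzyme with 0.5 mM F6P and 0.1 mM ATP at pH 8.0.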
GALK inh – galactokinase (human) inhibition | P51570 | Purified GALK, Kinase-Glo residual ATP luminescence | Potency, µM (highest dose often 57.5 µM), for the others: top-dose activity change, negative = inhibition, usual class: inhibitors | 270,000 tested, 0.007% active | AID 1868; further: potency means the concentration at half of the fitted maximal effect; on the % scale 0 is the no-effect control and ±100 the full control effect
Target sequence (P51570 whole entry, looked up): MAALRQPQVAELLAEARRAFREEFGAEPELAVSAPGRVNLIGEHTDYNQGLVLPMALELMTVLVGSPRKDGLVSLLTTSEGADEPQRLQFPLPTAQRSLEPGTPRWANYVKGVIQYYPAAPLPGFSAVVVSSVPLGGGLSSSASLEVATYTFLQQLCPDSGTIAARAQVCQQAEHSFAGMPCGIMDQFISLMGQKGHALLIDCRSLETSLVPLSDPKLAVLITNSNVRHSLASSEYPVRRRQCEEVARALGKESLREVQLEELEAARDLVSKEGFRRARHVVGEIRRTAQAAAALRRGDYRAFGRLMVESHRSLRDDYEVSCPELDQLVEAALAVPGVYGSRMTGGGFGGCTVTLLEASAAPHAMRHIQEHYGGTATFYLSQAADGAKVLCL
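Galactose (100 uM) and ATP (35 uM) were turned over by 5 nM GALK for 1 h at RT. Kinase-Glo Plus then converted the remaining ATP into a luminescent signal.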
* hit, by the source's call; ? = inconclusive; / = not tested or not shown; [ ] = dose if it differs, or a comment. Unless noted, the call rests on the fitted dose curve; in most records, active means well fitted curve in the direction sought with a large enough effect; inconclusive means small, poorly fitted or top-dose-only effect, or another doubt; inactive means no such curve, though single readings can be large; an effect the other way counts as inactive or inconclusive. An unsorted share of the library. About 1.6% of those tested had a hit in this group.

item	canonical_smiles	TSHR antag	GALK inh	KCNH2 WT inh	Chronic BCR inh	TCR act	A-T KAP1 phos	MLL CXXC-DNA inh	FBPA coupling cs	Tb PFK block	Giardia kill
1	O=C(Nc1nccc(-c2cccs2)n1)c1ccccc1Cl	4	-1%	-2	?	5%	2%	-2%	7	4%	1
2	CC(C)Cc1nc(N2CCN(C(=O)c3ccco3)CC2)c(C#N)c2c1CCC2	-10	1%	0	?	3%	4%	-4%	0	0%	19
3	O=C(c1ccc(COc2ccc(F)cc2)o1)n1cc(Br)cn1	-13	-3%	5	?	-2%[46.1 µM]	4%	17%	2	-2%	5
4	Cc1cccc(C(=O)N/C(=C\c2ccc(C)o2)C(=O)O)c1	-7	-1%	5	-9%	6%	1%	0%	-3	1%	-3
5	C=CCNC(=S)N1CCN(c2ncc(C(F)(F)F)cc2Cl)CC1	-13	0%	0	2%	1%	2%	3%	3	0%	-10
6	O=C(CSc1nnc(-c2ccc(F)cc2)o1)c1ccc2c(c1)OCCO2	33	-1%	9	?	1%	/	23%	-3	21%	-13
7	O=C(Nc1ccc2oc(-c3cccnc3)nc2c1)c1ccc2c(c1)OCCO2	-14	17%	-17	1%	-6%	1%	47%[activator]	2	0%	-4
8	CCN(Cc1ccccc1)S(=O)(=O)c1c(C)[nH]c(C)c1C(=O)N1CCCCC1	-3	-3%	-4	0%	-1%	-1%	5%	-1	2%	-3
9	O=C(NCc1ccco1)c1ccc(Cl)c(S(=O)(=O)N2CCc3ccccc32)c1	5	-1%	-4	4%	1%[46.1 µM]	-11%	-2%	1	4%	-7
10	CCc1nc(Nc2ccc3c(c2)OCO3)c2oc3ccccc3c2n1	-11	-4%	2	?	3%	-1%	0%	-5	2%	0
11	CCCS(=O)(=O)c1nc(S(=O)(=O)c2ccc(C)cc2)c(NCCCN(C)C)s1	2	0%	29	-3%	3%	0%	5%	-1	6%	?
12	C=CCN1c2ccccc2C(=O)C(C)S1(=O)=O (configuration not stated)	-1	/	2	3%	-3%[46.1 µM]	12%	/	/	2%	7
13	CCN(C(=O)Cn1nc(C(=O)O)c2ccccc2c1=O)C1CCCCC1	1	7%	-2	5%	-6%	-6%	2%	3	-2%	-7
14	N=c1c2c3c(sc2ncn1CCN1CCOCC1)CCCCC3	2	3%	-3	1%	1%	6%	3%	8	-1%	-1
15	Cn1nccc1C(=O)Oc1cccc(/C=N/NC(=O)c2ccccc2O)c1	-19	1%	-13	/	0%	2%	8%	1	3%	-24
16	Cc1ccc(-n2ncc3c(=O)n(CC(=O)NC4CCCC4)cnc32)cc1C	-4	-1%	-7	8%	-2%	-3%	8%	1	1%	4
17	N#Cc1cc([N+](=O)[O-])ccc1Oc1cccc(/C=N/NC(=O)c2cccc(Cl)c2)c1	-40	-3%	-77*	?	-10%	1%	19%	-36*	1%	2
18	CCC(CO)Oc1cc(NCc2ccc(OC)cc2)c2ncn(C(C)C)c2c1 (configuration not stated)	-8	/	1	?	-2%	8%	/	/	1%	-16
19	CCn1c(SCC(=O)Nc2ccccc2C(=O)OC)nc2c1c(=O)n(C)c(=O)n2C	6	5%	/	-5%	/	-8%	3%	2	4%	/
20	CC(C)NC(=O)CSc1ccccc1C(=O)NCc1ccc2c(c1)OCO2	-5	1%	0	0%	8%	/	-6%	5	-1%	3
21	CCC(C)(C)n1nnnc1C(c1cc2ccc(OC)cc2[nH]c1=O)N1CCc2ccccc21 (configuration not stated)	2	4%	-7	?	5%	-7%	-2%	2	27%	6
22	CCOc1ccc(Nc2nc(Cl)nc(N3CCN(c4ccc(OC)cc4)CC3)n2)cc1	-20	1%	-6	1%	-1%[46.1 µM]	-15%	11%	-1	1%	-13
23	O=c1cc(-c2ccc(O)c(O)c2)oc2ccc3ccccc3c12	-23	/	-17	-4%	4%	-3%	/	/	-1%	-15
24	CC(=O)Nc1cccc(NC(=O)/C=C/c2ccc(S(=O)(=O)N3CCOCC3)cc2)c1	2	/	2	?	-1%	6%	/	/	0%	21
25	Cc1cccc(OCCNc2ccc(C(F)(F)F)cc2[N+](=O)[O-])c1	-14	/	-19	6%	4%[46.1 µM]	12%	2%	2	-7%	6
26	Cc1cc(NC(=O)c2noc3c2CCCC3)nn1Cc1ccc(Cl)cc1	-3	-1%	-4	0%	8%	10%	3%	5	-2%	14
27	COc1ccc(C2C(C(=O)N3CCN(c4ccccn4)CC3)CCC(=O)N2c2cc(OC)c(OC)c(OC)c2)cc1 (configuration not stated)	-2	0%	10	?	0%	0%	0%	-1	1%	-20
28	Cc1cccnc1Nc1nc(-c2ccc(O)cc2)cs1	-9	-4%	-18	?	0%	2%	5%	-2	8%	-29
29	CC1CC(C)CN(C(=O)CSc2nnc(-c3ccc(Cl)s3)o2)C1 (configuration not stated)	0	-1%	-13	4%	9%[46.1 µM]	-3%	-1%	1	6%	-2
30	O=C(CSc1nc(C2CC2)nc2ccccc12)Nc1ccccc1	-23	-1%	9	-26%	0%	18%	5%	1	1%	-26
31	CCOC(=O)COc1ccc(C2CC(C)=NN2c2ccccc2)cc1 (configuration not stated)	6	-2%	0	8%	5%	1%	6%	-1	-9%	-21
32	Cc1cccc(C)c1NC(=O)C1(C)c2cccc[n+]2CC(=O)N1Cc1cccs1 (configuration not stated)	3	0%	4	0%	-4%	2%	2%	-1	5%	-18
33	Nc1nc(SCc2nnc(SCC(=O)O)n2-c2ccccc2)nc2sc3c(c12)CCCC3	-8	-3%	0	?	3%	6%	-5%	2	-1%	56[activator]
34	Cc1cc(C)n(-c2ccc(C(=O)Nc3ccc(S(=O)(=O)N(C)C)cc3)cc2)n1	-11	-2%	2	9%	1%[46.1 µM]	6%	-8%	5	0%	1
35	COc1ccc2[nH]c(=O)c(CN(Cc3cccs3)C(=S)Nc3ccccc3)cc2c1	-13	0%	/	6%	5%	-4%	13%	-1	-2%	/
36	O=c1[nH]cnc2c1oc1ccccc12	6	5%	9	6%	11%	-2%	3%	2	4%	-10
37	Cc1nn2c(nc(N3CCOCC3)c3ccccc32)c1C=C(C#N)C#N	-16	0%	-5	9%	4%[46.1 µM]	2%	?	-2	-1%	34[activator]
38	COc1ccc(CCNC(=O)CCn2c(=O)[nH]c3cc(OC)c(OC)cc3c2=O)cc1OC	17	0%	-1	-3%	3%	/	8%	4	0%	10
39	CC(C)c1cc(C(=O)N/N=C/c2ccoc2)c(O)c(C(C)C)c1	6	-5%	-1	0%	-2%	-2%	-2%	-1	1%	-10
40	CCN1CCN(C(=O)C(N)Cc2ccccc2)CC1 (configuration not stated)	-6	6%	-19	-1%	-3%	3%	-2%	-2	2%	2
41	Cc1noc(NS(=O)(=O)c2ccc(NC(=O)c3ccc(F)cc3)cc2)c1C	-10	/	-7	4%	-2%	4%	/	/	4%	7

Structures from the list above that contain an aryl methoxy group:
item	canonical_smiles	TSHR antag	GALK inh	KCNH2 WT inh	Chronic BCR inh	TCR act	A-T KAP1 phos	MLL CXXC-DNA inh	FBPA coupling cs	Tb PFK block	Giardia kill
18	CCC(CO)Oc1cc(NCc2ccc(OC)cc2)c2ncn(C(C)C)c2c1 (configuration not stated)	-8	/	1	?	-2%	8%	/	/	1%	-16
21	CCC(C)(C)n1nnnc1C(c1cc2ccc(OC)cc2[nH]c1=O)N1CCc2ccccc21 (configuration not stated)	2	4%	-7	?	5%	-7%	-2%	2	27%	6
22	CCOc1ccc(Nc2nc(Cl)nc(N3CCN(c4ccc(OC)cc4)CC3)n2)cc1	-20	1%	-6	1%	-1%[46.1 µM]	-15%	11%	-1	1%	-13
27	COc1ccc(C2C(C(=O)N3CCN(c4ccccn4)CC3)CCC(=O)N2c2cc(OC)c(OC)c(OC)c2)cc1 (configuration not stated)	-2	0%	10	?	0%	0%	0%	-1	1%	-20
35	COc1ccc2[nH]c(=O)c(CN(Cc3cccs3)C(=S)Nc3ccccc3)cc2c1	-13	0%	/	6%	5%	-4%	13%	-1	-2%	/
38	COc1ccc(CCNC(=O)CCn2c(=O)[nH]c3cc(OC)c(OC)cc3c2=O)cc1OC	17	0%	-1	-3%	3%	/	8%	4	0%	10

One compound at a time, as listed above.
Entry for Cc1cccc(C)c1NC(=O)C1(C)c2cccc[n+]2CC(=O)N1Cc1cccs1 (configuration not stated) : TSHR antag: 3; GALK inh: 0%; KCNH2 WT inh: 4; Chronic BCR inh: 0%; TCR act: -4%; A-T KAP1 phos: 2%; MLL CXXC-DNA inh: 2%; FBPA coupling cs: -1; Tb PFK block: 5%; Giardia kill: -18
Entry for Cc1cc(NC(=O)c2noc3c2CCCC3)nn1Cc1ccc(Cl)cc1 : TSHR antag: -3; GALK inh: -1%; KCNH2 WT inh: -4; Chronic BCR inh: 0%; TCR act: 8%; A-T KAP1 phos: 10%; MLL CXXC-DNA inh: 3%; FBPA coupling cs: 5; Tb PFK block: -2%; Giardia kill: 14
